High-throughput results as filed in PubChem.
Nrf2 activator = activators of Nrf2 (ARE) signaling; AREc32 ARE-luciferase reporter (MCF7-derived line), luminescence, 24 h; Potency, µM (highest dose often 46.1 µM), for inactives: top-dose activation, actives largely listed as activators; 0.31% of 410,000 active; note: potency is the fitted concentration of half-maximal effect; % of control where 0% means no effect; nearly all actives have a fitted effect of over 65% in size
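Luciferase luminescence (Steady-Glo, 30 min at room temperature) served as the read-out of ARE activation in AREc32 cells treated with compounds for 24 hr at 37 deg C.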
A549 viability = kills or reduces viability of A549 cells in Nrf2 counter-screen; A549 ARE-Fluc cells, CellTiter-Fluor viability, 18-24 h; Potency, µM (highest dose often 46 µM), for the others: top-dose activity change, negative = cytotoxicity, usual class: inhibitors; 0.16% of 390,000 active; note: potency is the fitted concentration of half-maximal effect; % is set by controls: 0 for no effect and ±100 for the full control effect
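Cytotoxicity counterscreen: CellTiter-Fluor fluorescence was measured in A549 ARE_Fluc cells after 18-24 h of compound exposure in a concentration series. The subsequent BugLite luminescent read reports ARE-luciferase activity.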
HepG2 viability = HepG2 cytotoxicity, counter-screen for TGF-b inhibitors; HepG2 CAGA-GFP viability, ATP luminescence, 18 h; Potency, µM (top dose mostly 46.1 µM), for the others: at the highest dose activity change, negative = cytotoxicity, actives largely listed as cytotoxic; 0.76% of 410,000 active; AID 588856; note: potency is the fitted concentration of half-maximal effect; some results filed as inactive show a strong effect at the top dose
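CellTiter-Glo luminescence gave cytotoxicity after 18 hours at 37 degrees C. The cells were HepG2 CAGA-GFP in 1% FBS DMEM, stimulated with 500 pg/mL TGF-beta after compound addition. %Activity was normalised to no-cell wells (complete cell-killing) and DMSO (no toxicity), and curves were fitted and classified.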
MmCpn inh = inhibitors of Methanococcus maripaludis chaperonin (MmCpn). purified Mm-Cpn ATPase, ADP Transcreener TR-FRET. Potency, µM (titrated, usually from 76.9 µM), inactives show top-dose activity, negative = inhibition, most hits filed as inhibitors. 0.031% of 330,000 active; note: potency is the fitted concentration of half-maximal effect; % is set by controls: 0 for no effect and ±100 for the full control effect; nearly all actives have a fitted effect of over 80% in size
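Reaction buffer contained 30 mM Tris pH 7.4, 100 mM KCl, 5 mM MgCl2 and 1 mM DTT. Mm-CPN (25 nM final) hydrolysed 10 uM ATP over 30 min at 37°C; ADP was read by HTRF.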
TGFb SMAD3 inh = TGF-b pathway inhibition | AID 588855 | HepG2 CAGA-GFP TGF-b/SMAD3 reporter, GFP fluorescence, 18 h; TGF-beta stimulated, 500 pg/mL final | Potency, µM (highest dose often 46.1 µM), without a hit: at the top dose activity, negative = inhibition, most hits filed as inhibitors | 1.2% of 410,000 active; note: potency is the fitted concentration of half-maximal effect; % is set by controls: 0 for no effect and ±100 for the full control effect; nearly all actives have a fitted effect of over 65% in size
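GFP signal (ex488/em500-530) from TGF-beta-stimulated HEPG2 CAGA-GFP cells, 500 pg/mL final, 18 h at 37 degrees C in DMEM plus 1% FBS, normalized to unstimulated and DMSO-stimulated controls.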
Abeta yeast res = A-beta toxicity reversal in yeast; Potency, µM (highest dose often 46.1 µM), without a hit: top-dose growth rescue, usual class: activators; AID 1347071; 0.063% of 410,000 active; yeast expressing A-beta42, growth rescue, OD600, 48 h; response scale: 0% DMSO, 100% iron-clioquinol control; note: potency is the fitted concentration of half-maximal effect; nearly all actives have a fitted effect of over 55% in size
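Growth rescue measured by 600 nm absorbance after 48 h yeast culture at 30 C with compound. Values normalized between DMSO and an equimolar ferric chloride plus clioquinol control.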
Nrf2 inh = Nrf2 pathway inhibition. Potency, µM (titrated, usually from 46 µM), for inactives: top-dose activity change, negative = inhibition, actives largely listed as inhibitors. 2.1% of 360,000 active. A549 ARE-Fluc reporter, luciferase luminescence, 18-24 h; note: potency is the fitted concentration of half-maximal effect; % is set by controls: 0 for no effect and ±100 for the full control effect; nearly all actives have a fitted effect of over 60% in size
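Reporter: ARE-Fluc in A549. Exposure: 18-24 h, 37 °C, 5% CO2, 5% FBS OPTI-MEM. Readouts: fluorescent cytotoxicity (CellTiter-Fluor), then luminescent Nrf2 signal after BugLite.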
Akt phos inh = blocks phosphorylation of Akt. Neuro2A IGF-stimulated pAkt S473 HTRF, 20 min; hits give low values. activity change, % for hits at 50 µM. 0.32% of 360,000 active. AID 651550; in the data active = activity change below about -80%; inconclusive = mostly about -51% to -80%; note: % is set by controls: 0 for no effect and ±100 for the full control effect
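Neuro2A cells in DMEM with 0.5% FBS, overnight at 37 deg C, given compound at single 50 µM final, then IGF (6 nM final) for 20 min at 37 deg C. Lysed; phospho-Akt Ser473 by HTRF after 24 h, 665/615 ratio.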
CCT chaperon mod = cytosolic chaperonin activity modulation. purified chaperonin ATPase assay, HTRF ADP detection, 30 min. activity change, % (concentration not given with the values), hits read low. 0.3% of 360,000 active; in the data active = activity change below about -30%; note: % is set by controls: 0 for no effect and ±100 for the full control effect
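Nucleotide hydrolysis assay: TRiC at 20–40 nM final (set by batch activity) with 10 uM ATP, 30 min at 37 °C, in presence of 76 uM compound. Detection by competitive ADP HTRF, 30 min ambient.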
Numbers without * were called inactive; i = inactive; u = inconclusive; x = no result given; [ ] = another dose, or the depositor's remark. Unless noted, calls come from the whole dose curve; as a rule, active = well fitted curve in the direction sought with a large enough effect; inconclusive = small, poorly fitted or top-dose-only effect, or another doubt; inactive = no such curve, though single readings can be large; an effect the other way counts as inactive or inconclusive.

SMILES	Nrf2 activator	A549 viability	HepG2 viability	MmCpn inh	TGFb SMAD3 inh	Abeta yeast res	Nrf2 inh	Akt phos inh	CCT chaperon mod
COCCNC(=O)c1onc(CSc2cc(C)cc(C)c2)c1C(=O)NCCOC	3.8%	-1%	-1%	-1%	-16%	5%	3%	i	0.9
Cc1ccc(/C=N/n2c(-c3ccncc3)n[nH]c2=S)s1	0.0%	0%	13%	1%	-1%	-8%	-18%	i	-1.2
CCOc1ccc2[nH]c(=O)c(CN(Cc3ccco3)C(CC)c3nnnn3Cc3ccccc3)cc2c1 (stereo not drawn)	4.1%	u	-8%	-3%	u	2%	u	i	-1.1
Cn1nnc(NC(=O)C(c2ccccc2)c2ccccc2)n1	-0.5%	9%	14%	-1%	12%	20%	u	i	0.7
CC(C)(C)NC(=O)NCc1ccco1	0.2%	0%	-26%	0%	0%	-13%	-28%	i	2.3
COc1cccc(-c2nc(N3CCCCC3C)c3ccccc3n2)c1O (stereo not drawn)	5.9%	-17%	1%	-1%	u	-26%	u	i	-0.8
CC(C)(C)Nc1nc(OCC#N)nc(N2CCCCC2)n1	8.9%	8%	-10%	2%	-2%	-9%	1%	i	-2.9
CC(C)CC(NC(=O)C1CCC(C)CC1)C(=O)NCc1cccnc1 (stereo not drawn)	0.0%	-4%	-6%	-1%	-2%	1%	10%	i	-2.0
COc1cc(/C=N/NC(=O)c2cc(-c3ccccc3)nc3ccccc23)ccc1O	3.4%	0%	-21%	-1%	0%	-9%	26%	i	-0.5
O=C(c1csc2ccccc12)N1CCN(c2ccccn2)CC1	-0.2%	-14%	-68%	-1%	0%	25%	u	i	-6.6
COc1ccc(COC(=O)Oc2ccc(CNC(C)=O)cc2OC)c([N+](=O)[O-])c1	-0.5%	0%	-4%	3%	4%	8%	u	i	2.5
COc1cc2nc(N(CCCN(C)C)C(=O)c3ccc(S(=O)(=O)N4CCc5ccccc5C4)cc3)sc2cc1OC	0.0%	-4%	-62%	0%	10%	4%	13%	i	1.5
CCCCNC(=O)c1cc2nc3c(c(C(F)(F)F)n2n1)CCc1ccccc1-3	-0.4%	-2%	-3%	0%	-6%	3%	0%	i	0.3
O=C(NCN1C(=O)C2C3C=CC(C3)C2C1=O)Nc1nccs1 (stereo not drawn)	-0.2%	4%	-19%	1%	-2%	5%	-4%	i	-0.9
COc1ccc(CCNC(=O)CN(c2cc([N+](=O)[O-])ccc2OC)S(C)(=O)=O)cc1	-0.7%	5%	6%	0%	5%	-15%	-15%	i	0.2
COc1ccc(C(=O)C2CCCN(C(=O)c3cccc(N(C)C)c3)C2)cc1OC (stereo not drawn)	0.6%	0%	-21%	3%	-17%	-15%	u	x	-2.9
O=C(NCc1ccccc1Cl)C1CCN(C(=O)c2ccco2)CC1	-0.1%	1%	1%	-1%	3%	-4%	-10%	i	-1.8
COc1ccc(CSc2nnc(N)s2)cc1F	2.2%	-13%	2%	0%	7%	-24%	u	x	0.1
O=C(Cn1c(=O)n(-c2ccc(Cl)cc2)c(=O)c2sc3ccccc3c21)NC1CCCCC1	-1.3%	-11%	7%	x	u	-1%	-1%	x	x
COc1ccc(C(=O)NC2CC3CCCC(C2)N3Cc2ccccc2)cc1 (stereo not drawn)	0.0%[9.22 µM]	-1%	3%	0%	20%	-2%	-1%	i	-0.3
Cc1nn(Cc2ccccc2)c(N)c1-c1ccccc1	0.1%	-5%	-24%	0%	u	-5%	x	i	-1.5
Cc1[nH]c2ccccc2c1C(=O)COC(=O)C1CCC1	-0.4%	-1%	15%	1%	10%	25%	-2%	i	-1.9
Cc1c(Br)c([N+](=O)[O-])nn1CC(=O)N1CCN(Cc2ccccc2)CC1	-0.4%	3%	-6%	1%	-18%	1%	0%	i	0.3
N#CC1=C(N)N(c2ccccc2)C(=O)C1	-0.4%	-6%	6%	-3%	-1%	35%	x	i	0.5

Single values from above.
Reading for `CCCCNC(=O)c1cc2nc3c(c(C(F)(F)F)n2n1)CCc1ccccc1-3` in CCT chaperon mod: 0.3
Reading for `COc1ccc(CSc2nnc(N)s2)cc1F` in HepG2 viability: 2%

Other results.
SMILES	Nrf2 activator	A549 viability	HepG2 viability	MmCpn inh	TGFb SMAD3 inh	Abeta yeast res	Nrf2 inh	Akt phos inh	CCT chaperon mod
O=C1CCC(C(=O)N2CCC(O)(c3ccccc3)CC2)CN1CCc1ccccc1 (stereo not drawn)	-0.6%	0%	29%	-5%	26%	10%	-1%	i	-1.6
CCOc1ccc(NC(=O)c2ccc3[nH]c(C)c(C)c3c2)cc1	2.4%	-7%	-18%	x	u	-9%	-16%	x	x
COc1ccc(CCNC(=O)c2cc(S(=O)(=O)N3CCOCC3)ccc2F)cc1	3.1%	4%	16%	-3%	4%	0%	4%	i	2.5
CCN(c1ccccc1)S(=O)(=O)c1cc(NC(=O)C2CC2)ccc1Cl	0.3%	-2%	-3%	0%	-6%	24%	1%	i	-0.6
C=CCn1c(O)c(C2=c3ccccc3=NC2=O)sc1=Nc1ccc(O)cc1	-4.3%	u	-128%	0%	u	8%	18%	i	-1.6
O=c1[nH]cnc(O)c1C(c1ccc(F)cc1)c1c(O)nc[nH]c1=O	0.6%	0%	5%	1%	4%	0%	-17%	i	-0.1
Cc1occc1-c1nnc(SCC(=O)Nc2ccc(F)cc2)n1Cc1ccccc1	-0.3%	-5%	32%	2%	0%	5%	u	i	-2.1
Cc1ccc(C)c(N(CC(=O)NC2CCCC2)C(=O)CCCC(=O)Nc2ccccn2)c1	2.1%	-3%	17%	-1%	14%	-2%	1%	i	1.5
COC(=O)c1c(-c2ccc(Cl)cc2)noc1N1CCN(c2cccc(C)c2C)CC1	0.3%	1%	21%	x	7%	-10%	x	x	x
COc1cccc(C2=NOC(C(=O)Nc3cc(C)on3)C2)c1 (stereo not drawn)	-0.3%	3%	6%	-4%	5%	-3%	-5%	i	-2.9
CCOC(=O)c1c(NC(=O)/C=C/c2ccc3c(c2)OCO3)sc(C)c1CC	-0.6%	-7%	3%	-2%	-1%	4%	u	x	-1.0
CC(=O)c1ccccn1	-0.4%	-1%	-4%	-2%	9%	3%	3%	i	-0.4
COc1ccc(Br)cc1CN(C)C(=O)c1cnc(C)cn1	0.0%	5%	2%	0%	-1%	2%	13%	i	0.9
O=C(Cc1sc(-c2ccccc2)nc1-c1ccccc1)Nc1ccccc1	-0.1%	-14%	-17%	-1%	-7%	0%	u	i	1.1
CC1CC(=O)c2cnc(Nc3ccccc3)nc2C1 (stereo not drawn)	4.6%	3%	2%	0%	0%	-3%	u	i	1.1
CCOC(=O)c1cnc2cc(-c3ccc(C)cc3)nn2c1C	0.1%	x	4%	x	4%	-3%	x	i	1.7
Cc1cc(C)cc(OCCSc2nc(-c3cccs3)nc3cc(=O)[nH]n23)c1	9.3%	-7%	-29%	x	-24%	-10%	13%	x	x
COc1ccc(-c2ccc3nnc(SCC(=O)N4CCCC4)n3n2)cc1	0.4%	-20%	-15%	-30%	-10%	6%	0%	i	-1.4
COc1ccc(NC(=O)c2cc(S(=O)(=O)N3CCCC3)ccc2C)cn1	3.6%	8%	-27%	-3%	-2%	-39%	u	i	0.7
Cc1ccc(C(=O)OCC(=O)N2CCCc3ccccc32)cc1C	0.0%	1%	-19%	-1%	1%	28%	-6%	i	1.2
CCOC(=O)C1=NN(c2ccccc2)C2(S1)SC(C(C)=O)=C(C)N2c1ccccc1 (stereo not drawn)	1.0%	-8%	-29%	2%	-6%	11%	10%	i	0.6
COc1ccc(S(=O)(=O)Nc2cccc3c2O[C@H](CN(C)C(=O)Nc2c(C)noc2C)[C@@H](C)CN([C@H](C)CO)C3=O)cc1	-1.0%	-1%	-3%	-4%	2%	0%	6%	i	-2.2
NC(=O)c1ccc(Cl)c2ccccc12	-1.2%	3%	2%	0%	21%	-11%	-18%	i	0.5
Cc1cccnc1NC(=O)CNC(=O)COc1ccccc1	-0.3%	-1%	-2%	2%	7%	-4%	-13%	i	2.2
Cc1ccc(-c2c(C(=O)N/N=C/c3cccc(Cl)c3)nnn2-c2nonc2N)cc1	-0.7%	-10%	-13%	-3%	-7%	-12%	-18%	i	-0.9
Cc1ccc(C)c(-c2cc(C(=O)Nc3cccc(C(=O)O)c3)c3ccccc3n2)c1	2.8%	4%	6%	1%	19%	-2%	-1%	i	0.4
O=c1cc(CN(Cc2ccccc2)Cc2ccccc2)c2c(ccc3ccccc32)o1	4.2%	x	-10%	x	u	-6%	x	i	-2.0
CC1Oc2ccccc2N(CC(=O)NCCN2CCOCC2)C1=O (stereo not drawn)	0.0%	2%	4%	1%	10%	6%	-10%	i	1.9
CC(=O)Nc1ccc(-n2cc(-c3ccccc3)[nH]c2=S)cc1	2.8%	-10%	0%	0%	-8%	-1%	-18%	i	-0.3

Whole records, looked up by structure. Order of screens: Nrf2 activator, A549 viability, HepG2 viability, MmCpn inh, TGFb SMAD3 inh, Abeta yeast res, Nrf2 inh, Akt phos inh, CCT chaperon mod
Shown for `O=c1cc(CN(Cc2ccccc2)Cc2ccccc2)c2c(ccc3ccccc32)o1` : 4.2%, x, -10%, x, u, -6%, x, i, -2.0
Shown for `Cc1ccc(-c2c(C(=O)N/N=C/c3cccc(Cl)c3)nnn2-c2nonc2N)cc1` : -0.7%, -10%, -13%, -3%, -7%, -12%, -18%, i, -0.9
Shown for `CC1Oc2ccccc2N(CC(=O)NCCN2CCOCC2)C1=O` (stereo not drawn) : 0.0%, 2%, 4%, 1%, 10%, 6%, -10%, i, 1.9
Shown for `Cc1ccc(C)c(-c2cc(C(=O)Nc3cccc(C(=O)O)c3)c3ccccc3n2)c1` : 2.8%, 4%, 6%, 1%, 19%, -2%, -1%, i, 0.4
